RGS8-Gao: regulators of human RGS8-Galphao interaction | AID 1423 | response (percent of control binding), % at 10 µM | multiplexed bead flow cytometry, RGS8-Galphao binding; actives lie on both sides | 220,000 tested, 0.34% active; in the data active = response below about 60% or above about 140%; inactive = in between;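 note: Galphao activated as the GDP aluminium fluoride complex binding bead-coupled RGS8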
Bim-Bcl-W: disrupts Bim peptide binding to human Bcl-W. bead-based flow cytometry. AID 952. Q92843. inhibition, % at 10 µM. 190,000 tested, 0.02% active;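 note: 0% = bound tracer without compound and 100% = peptide blocker; higher means less fluorescent Bim peptide bound to Bcl-W beads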
Target sequence (Q92843 whole entry, looked up): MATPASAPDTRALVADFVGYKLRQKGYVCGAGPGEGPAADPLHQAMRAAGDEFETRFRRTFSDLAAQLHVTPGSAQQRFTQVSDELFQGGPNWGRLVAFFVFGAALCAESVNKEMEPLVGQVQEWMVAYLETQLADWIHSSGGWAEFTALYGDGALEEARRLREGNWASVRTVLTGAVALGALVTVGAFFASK
RGS7-Gao: regulators of human RGS7-Galphao interaction; Multiplexed bead flow cytometry, RGS7-Galphao binding; actives lie on both sides; binding response (% of control), % at 10 µM; 220,000 tested, 0.35% active; P09471; in the data active = binding response below about 49% or above about 150%; inconclusive = no clear call, values can overlap the other calls; inactive = in between;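 note: fluorescent Galphao held in activated GDP-AlF4 state binding bead-coupled RGS7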
RGS4-Gao reg: modulates binding of RGS4 to human Galphao. P09471. Multiplexed bead flow cytometry; actives lie on both sides. binding response (% of control), % at 10 µM. 220,000 tested, 0.33% active; in the data active = binding response below about 49% or above about 150%; inactive = in between;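 note: fluorescent Galphao activated with aluminum fluoride binding bead-coupled RGS4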
Bim-Bfl-1: human Bim-Bfl-1 interaction inhibition; Bead-based flow cytometry, Bim-Bfl-1 binding inhibition; inhibition, % at 10 µM; 190,000 tested, 0.12% active; AID 1008;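 note: 0% = wells without compound plus tracer and 100% = blocker peptide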
Mcl1-Bid inh: disrupts binding of human Mcl-1 to Bid peptide. Q07820. TR-FRET Mcl-1/Bid-Dy647 peptide binding, 1536-well. inhibition, % at 21.7 µM. 220,000 tested, 0.97% active;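 active = compounds that cut the binding signal by more than half at the single screening dose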;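 note: His-tagged Mcl-1 with europium anti-His antibody binding Bid BH3 peptide; 0% = Mcl-1 plus peptide wells and 100% = peptide-only wells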
Mcl1-Noxa inh: Mcl-1/Noxa interaction inhibition. AID 1022. Q07820. TR-FRET Mcl-1/Noxa peptide binding, 2 h. inhibition, % at 21.7 µM. 220,000 tested, 1.5% active;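 active = compounds that cut the protein-peptide binding signal by more than 50% relative to plate controls in a single-dose test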;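 note: His-tagged Mcl-1 with rhodamine Noxa BH3 peptide and terbium anti-His antibody; 0% = Mcl-1 plus Noxa peptide wells and 100% = peptide-only wells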
Bcl-B Bim block: human Bim-Bcl-B interaction inhibition | bead-based flow cytometry, Bim peptide-Bcl-B binding | inhibition, % at 10 µM | 190,000 tested, 0.073% active;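 note: 0% = tracer peptide without compound and 100% = reference inhibitor peptide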
Target sequence (Q9HD36 whole entry, looked up): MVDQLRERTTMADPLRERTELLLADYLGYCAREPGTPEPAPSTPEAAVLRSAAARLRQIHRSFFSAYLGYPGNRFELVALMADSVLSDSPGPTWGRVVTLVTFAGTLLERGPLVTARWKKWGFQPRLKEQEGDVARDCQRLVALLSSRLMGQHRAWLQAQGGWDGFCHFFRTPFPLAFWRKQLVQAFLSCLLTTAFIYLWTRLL
Mcl-1 Bim block: inhibitors of Bim-Mcl-1 interaction, human | Q07820 | Bead-based flow cytometry, Bim peptide-Mcl-1 binding | inhibition, % at 10 µM | 190,000 tested, 0.1% active | AID 1009;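 note: 0% = no compound tracer wells and 100% = peptide blocker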
Bcl-XL Bim block: disrupts Bim peptide binding to human Bcl-XL; AID 1007; 190,000 tested, 0.04% active; inhibition, % at 10 µM; Q07817; bead flow cytometry, fluorescence
Target sequence (Q07817 whole entry, looked up): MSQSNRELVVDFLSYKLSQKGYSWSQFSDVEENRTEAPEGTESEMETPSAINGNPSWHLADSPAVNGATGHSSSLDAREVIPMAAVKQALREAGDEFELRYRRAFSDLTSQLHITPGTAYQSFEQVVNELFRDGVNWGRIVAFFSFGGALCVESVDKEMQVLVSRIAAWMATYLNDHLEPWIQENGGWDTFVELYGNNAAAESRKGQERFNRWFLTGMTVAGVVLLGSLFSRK
Bim-Bcl-2: human Bim-Bcl-2 interaction inhibition | inhibition, % at 10 µM | Bead-based flow cytometry, Bim peptide-Bcl-2 binding | 190,000 tested, 0.06% active; in the data active = inhibition above about 40%; inconclusive = no clear call, values can overlap the other calls;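 note: 0% = no compound wells with probe peptide and 100% = reference peptide inhibitor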
Target sequence (P10415 whole entry, looked up): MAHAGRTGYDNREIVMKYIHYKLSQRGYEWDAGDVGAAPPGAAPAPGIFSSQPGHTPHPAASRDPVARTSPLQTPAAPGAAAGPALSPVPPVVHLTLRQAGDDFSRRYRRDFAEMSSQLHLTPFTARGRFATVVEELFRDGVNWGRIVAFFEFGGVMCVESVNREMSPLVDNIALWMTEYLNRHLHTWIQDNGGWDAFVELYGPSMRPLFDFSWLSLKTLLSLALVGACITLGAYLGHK
An asterisk follows results filed as active; ? = inconclusive; · = not tested or not shown. Cut-off read from the data, not from the text of the source, unless noted: active = inhibition above about 40%.

RGS8-Gao	Bim-Bfl-1	Bim-Bcl-2	Bcl-XL Bim block	RGS4-Gao reg	Mcl-1 Bim block	Mcl1-Noxa inh	RGS7-Gao	Bim-Bcl-W	Bcl-B Bim block	Mcl1-Bid inh	SMILES
104	-4	-2	-2	118	-2	-3	112	-3	-4	-6	CC(C)OC(=O)C(C)Oc1ccc(C(=O)NCCc2ccccc2)cc1 (configuration not stated)
103	-6	0	-6	101	-2	4	106	-1	-6	-6	O=C(NCc1ccc(F)cc1)Nc1cccc([N+](=O)[O-])c1
101	-9	-3	0	102	0	4	103	-1	-3	-8	O=C(Cn1cccc1C(=O)c1ccccc1)NCc1ccc2c(c1)OCO2
102	-8	-2	0	101	0	-15	98	1	-3	-27	CS(=O)(=O)N(CC(=O)NCc1ccncc1)c1cc(Cl)cc(Cl)c1
100	-13	-3	-11	99	-8	-34	101	-5	-13	-101	Cc1c(NC(=O)C(=O)/C=C(/O)c2ccccc2)c(=O)n(-c2ccccc2)n1C
102	-18	-7	-4	104	-1	-1	108	0	-4	-7	O=C(CCN1CCCCC1)Nc1ccc(Br)cc1
78	-1	-2	-7	95	-4	6	95	-5	-5	-67	Cc1ccc(S(=O)(=O)N(C)C)cc1NC(=S)NC(C)CCC(C)C (configuration not stated)
99	0	-1	0	95	0	-10	96	0	0	4	Cc1ccc2nc(-c3ccc(Br)o3)oc(=O)c2c1
100	-1	-7	-10	101	-3	-3	102	-8	-10	30	Cc1ccc(C)c2c1sc(=NC(=O)CN1C(=O)CCC1=O)n2C
85	0	-3	-4	98	-2	5	99	-3	-7	-1	COc1ccc(N(Cc2cc3ccccc3[nH]c2=O)S(C)(=O)=O)cc1
103	-8	-3	-1	102	-1	-12	100	0	-2	-26	COc1cc(C(=O)NCCCn2ccnc2)cc(OC)c1OC
99	-3	-1	-1	100	2	12	101	1	0	-33	CCOC(=O)c1cc(C(=O)c2cc(Cl)ccc2O)coc1=N
103	-7	-1	-2	102	-1	8	96	-2	-1	6	COc1ccc(C(=O)C2CCCN(C(=O)CCC3=NNC(=O)CC3)C2)c(C)c1 (configuration not stated)
103	-3	0	0	106	0	3	102	0	-1	-12	Cc1ccc(NC(=O)CSc2nnc(CNC(=O)c3cccs3)o2)cc1
98	-12	-2	-6	101	1	16	99	4	-3	-35	O=C(CSC1=NC(=O)C(Cc2ccccc2)C(=O)N1)NC1CCCCC1 (configuration not stated)
105	-6	-5	-1	103	-1	0	101	-7	-8	-1	COc1cccc(N(CC(=O)NCC2CCCO2)C(=O)CCC(=O)Nc2nccs2)c1 (configuration not stated)
104	-2	-2	-3	104	0	-9	101	-1	1	-6	Cc1ccc(SCC(=O)NCCN2C(=O)CSC2=O)cc1C
107	-3	0	-5	104	-1	1	102	-7	-5	-25	COc1ccc([C@H]2[C@@H](C#N)[C@H](C#N)N3CCCN23)cc1
99	-2	-6	-6	98	-2	14	97	-3	-3	1	COC(=O)c1cc(NC(=O)C2COc3ccccc3O2)cc(C(=O)OC)c1 (configuration not stated)
102	-4	0	-2	101	3	-4	101	6	-1	-39	COc1ccccc1N1CCN(C(=O)CCNS(=O)(=O)c2ccc3c(c2)CCC(=O)N3)CC1

Look-ups from above:
Reading for O=C(Cn1cccc1C(=O)c1ccccc1)NCc1ccc2c(c1)OCO2 in Mcl1-Bid inh: -8
Reading for Cc1ccc(NC(=O)CSc2nnc(CNC(=O)c3cccs3)o2)cc1 in RGS4-Gao reg: 106

Next structures:
RGS8-Gao	Bim-Bfl-1	Bim-Bcl-2	Bcl-XL Bim block	RGS4-Gao reg	Mcl-1 Bim block	Mcl1-Noxa inh	RGS7-Gao	Bim-Bcl-W	Bcl-B Bim block	Mcl1-Bid inh	SMILES
97	4	1	0	96	2	-12	101	0	-1	16	COc1ccc(COc2cc(-c3cccc(OC)c3)nc3ccc(NC(C)=O)cc23)cc1
97	-7	-5	2	93	-2	19	99	1	-7	-17	CCOC(=O)C1C(=O)CC(C)(O)C(C(=O)OCC)C1c1ccc(Br)o1 (configuration not stated)
100	·	·	·	97	·	14	?	·	·	-119	N=C1C(c2ccccc2)=C(O)CN1c1cccc(S(=O)(=O)NCc2ccco2)c1
104	·	·	·	102	·	-21	?	·	·	-37	O=C(CSc1nc(-c2ccccc2)nc2ccc(F)cc12)Nc1cccc(C(=O)O)c1
100	·	·	·	97	·	-23	?	·	·	-40	CC(C)C(=O)N1CCC2(CC1)Oc1ccc(F)cc1C(=O)C21CC(c2cccnc2)=NO1 (configuration not stated)
107	-6	-7	-12	96	-30	7	95	-11	-11	-18	COc1cccc(C(=O)Nc2cccc(C(C)=O)c2)c1
101	0	-1	0	96	-2	32	98	-1	-2	5	COc1ccccc1NC(=O)/C=C/c1ccc(OC)c(S(=O)(=O)N2CCOCC2)c1
102	9	1	2	101	4	-35	97	3	0	-76	CCCCC(=O)NC(c1cccs1)c1cc(Cl)c2cccnc2c1O (configuration not stated)
100	0	3	3	101	7	24	107	6	1	-11	CC(=O)c1ccc(N2CCN(C(=O)c3cc(-c4cccnc4)nc4ccc(Br)cc34)CC2)cc1
97	-2	0	-3	93	0	2	93	-1	-2	6	CCOC(=O)Cc1csc(NS(=O)(=O)c2ccc(F)cc2)n1
102	0	0	-7	102	0	11	101	-4	-6	-40	CCOC(=S)SCc1cn2ccccc2n1
97	·	·	·	96	·	-2	?	·	·	6	CSc1nc(N)nc(C(C)C)n1
106	-4	-9	-3	101	0	-3	97	-2	-7	-12	Cc1ccc(N(C)C(=O)C2CCN(S(=O)(=O)c3ccc4c(c3)oc(=O)n4C)CC2)cc1
99	-18	-10	-9	102	-6	16	102	-3	-12	7	CS(=O)(=O)N1CCN(C(=O)Cc2cccs2)CC1
99	0	-2	-3	96	-3	-12	101	-2	0	-14	N#Cc1ccccc1Sc1ccccc1C(=O)Nc1ccc(Br)cc1
107	-3	-2	-3	100	-1	1	93	0	-8	-8	C/C(=N\Nc1c([N+](=O)[O-])c(C)nn1C)c1ccc(F)cc1F
101	-7	-8	-2	103	-4	3	?	1	-4	-35	O=C1C=C(O)C(n2cncn2)C(c2ccc(F)cc2)C1 (configuration not stated)
103	13	10	9	93	6	-12	102	7	6	-14	CN(C)S(=O)(=O)c1cccc(C(=O)Nc2ccccc2[N+](=O)[O-])c1
91	-2	2	-3	95	-4	18	98	-2	-8	2	O=C(N/N=C/c1cccc(Br)c1)c1ccc(Cn2cc(Br)cn2)o1
104	-9	-10	-4	109	0	7	108	0	-6	-11	Cc1ccccc1CN(c1ccc(C(=O)Nc2ccccc2C(=O)NCc2ccco2)cc1)S(C)(=O)=O

Additional structures follow.
RGS8-Gao	Bim-Bfl-1	Bim-Bcl-2	Bcl-XL Bim block	RGS4-Gao reg	Mcl-1 Bim block	Mcl1-Noxa inh	RGS7-Gao	Bim-Bcl-W	Bcl-B Bim block	Mcl1-Bid inh	SMILES
94	-5	-4	-2	96	2	13	92	-1	-1	-1	N#Cc1ccc(CSCC(=O)NN=C2CCCC2)cc1
107	-5	-3	-7	96	-4	4	97	-5	-9	-19	O=C1C2C3C=CC(C4CC34)C2C(=O)N1/N=C/c1ccc([N+](=O)[O-])s1 (configuration not stated)
101	-2	-5	-1	102	-3	-2	98	-3	-5	-10	CCOC(=O)C1CCN(c2ccc(C(=O)O)cc2[N+](=O)[O-])CC1
99	8	-11	-14	101	-12	-43	105	-10	-19	-110	COc1ccc(C(=O)NC(=S)NNC(=O)c2cnccn2)cc1OC
99	-1	-4	-6	99	-4	2	96	-1	-8	-67	Cc1cccc(C)c1NC(=S)NNc1ncc(C(F)(F)F)cc1Cl
107	-8	-4	-2	106	-2	-7	105	-4	-7	-16	CC1CC(CCC(=O)NC(=S)Nc2ccc(S(N)(=O)=O)cc2)C(=O)O1 (configuration not stated)
56*	-8	1	-3	84	4	-10	62	-2	-7	-31	c1ccc(-c2nnsc2-c2nc3ccccc3[nH]2)cc1
102	1	0	-1	99	1	2	98	1	0	-23	CN(/C(=N/S(=O)(=O)c1cccs1)c1ccccc1)c1ccc(O)cc1
105	-7	-10	-4	106	-3	7	111	1	-9	-12	Cc1ccc(/C(N)=N/OC(=O)COc2ccccc2Cl)cc1
102	-12	-6	-3	104	0	16	104	1	-8	-78	Cc1ncsc1C(=O)N1N=C2/C(=C/c3ccc(N4CCOCC4)cc3)CCCC2C1c1ccc(N2CCOCC2)cc1 (configuration not stated)
100	-13	-9	-12	99	-3	·	102	0	-9	-25	O=C(NC1CCCC1)C(c1ccsc1)N(C(=O)Cc1cccs1)c1cccc(F)c1 (configuration not stated)
99	·	·	·	97	·	2	?	·	·	-17	Cc1ccccc1C(=O)Oc1ccc(-c2csnn2)cc1
99	-3	1	3	100	1	-3	99	4	3	-46	CC(NC(=O)CSc1nnc(-c2cccnc2)n1N)c1ccccc1 (configuration not stated)
99	·	·	·	102	·	19	?	·	·	8	Cc1ccc(C(=O)OC(C)CN2CCN(C)CC2)cc1 (configuration not stated)
101	-1	-5	-1	101	0	4	97	-1	0	7	O=C(Nc1ccccc1)OCc1cc(-c2ccccc2Cl)on1
99	-3	-2	-5	96	-3	11	95	-4	-8	-32	Cc1cccc(NC(=S)NC(C)C(c2ccccc2)N2CCN(C)CC2)c1C (configuration not stated)
101	-1	-6	-7	101	-4	5	96	-5	-8	-65	COC(=O)[C@H]1[C@H](C(=O)OC)[C@@H](C(=O)OC)N(c2ccc(OC)cc2)[C@@H]1C(=O)OC
95	-1	-1	0	95	0	-4	90	-1	-1	-13	O=C1NC(c2ccc3c(c2)OCO3)Nc2ccccc21 (configuration not stated)

Record cards (already shown). Values in the order: RGS8-Gao, Bim-Bfl-1, Bim-Bcl-2, Bcl-XL Bim block, RGS4-Gao reg, Mcl-1 Bim block, Mcl1-Noxa inh, RGS7-Gao, Bim-Bcl-W, Bcl-B Bim block, Mcl1-Bid inh
`c1ccc(-c2nnsc2-c2nc3ccccc3[nH]2)cc1` reads 56*, -8, 1, -3, 84, 4, -10, 62, -2, -7, -31
`Cc1ccccc1C(=O)Oc1ccc(-c2csnn2)cc1` reads 99, ·, ·, ·, 97, ·, 2, ?, ·, ·, -17

High-throughput results as filed in PubChem.

Outcome played no part in choosing rows, and some 2.7% of all compounds hit somewhere here.
